APJ agonist = APJ receptor agonism; AID 2520; P35414; actives 0.11% (n = 330,000); activation, % at 20 µM; CHO-K1 APJ PathHunter beta-arrestin, luminescence; 0% DMSO wells, 100% apelin;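 active = activation more than six SD over the plate average, tested at 20 µM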;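 note: 0% = DMSO alone and 100% = apelin-13 at 10 nM; some results filed as inactive read as strong as hits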
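Assay system: engineered CHO-K1 APJ arrestin reporter cells; Amount: 1000 CHO-K1 reporter cells seeded per well; Dosing: one dose, 20 µM compound, 1% DMSO; Times: compound stimulation 90 min at 25 °C, detection 60 min; Measured by: luminescent beta-gal fragment complementation, chemiluminescent substrate; Read-out: APJ–arrestin association signal; Controls: DMSO vs Apelin-13 10 nM.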
UPR XBP1 act = activators of adaptive arm of unfolded protein response (XBP1) | CHO-XBP1 luciferase reporter, IRE1-XBP1 UPR activation, luminescence; percent of tunicamycin response, DMSO as zero | activation, % at 20 µM | actives 0.33% (n = 330,000) | AID 463104;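 active = versus positive control, 20 µM dose yields 30% or more activation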;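 note: 100% = tunicamycin at 10 µg/mL and 0% = DMSO only wells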
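incubation = overnight seeding at 37 °C, 6 h compound treatment at 37 °C | assay system = CHO-XBP1 cells stably carrying IRE1-XBP1-driven luciferase reporter | input = 1000 cells per well | detection = luciferase luminescence | dosing = single point, 20 µM final compound, 1% DMSO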
CHOP UPR activ = activators of apoptotic arm of unfolded protein response (CHOP); actives 0.34% (n = 330,000); AID 449763; CHO-CHOP luciferase reporter, UPR activation, luminescence; percent of tunicamycin response over DMSO baseline; activation, % at 10 µM;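 active = at 10 µM dose, activation of 40% or more, normalized to positive control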;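 note: 100% = tunicamycin at 10 µg/mL and 0% = DMSO alone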
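Assay system: CHO cells with stable CHOP pathway luciferase reporter; Buffer or medium: F12 plus 10% serum; Times: 16-18 h cell attachment, then 6 h compound exposure, 37 °C; Signal: luciferase luminescence; Read-out basis: percent activation relative to tunicamycin control; Control set: tunicamycin high control, DMSO low control.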
CXCR6 inh = blocks human CXCR6 beta-arrestin recruitment; AID 602244; CHO-K1 PathHunter CXCR6 beta-arrestin, luminescence; O00574; actives 0.36% (n = 360,000); inhibition, % at 20 µM; in the data active = inhibition above about 34%, passing the limit was not always enough;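 note: antagonist mode with CXCL16 agonist at 10 nM final; 0% = 10 nM CXCL16 with DMSO and 100% = unstimulated wells without agonist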
Target sequence (O00574 whole entry, looked up): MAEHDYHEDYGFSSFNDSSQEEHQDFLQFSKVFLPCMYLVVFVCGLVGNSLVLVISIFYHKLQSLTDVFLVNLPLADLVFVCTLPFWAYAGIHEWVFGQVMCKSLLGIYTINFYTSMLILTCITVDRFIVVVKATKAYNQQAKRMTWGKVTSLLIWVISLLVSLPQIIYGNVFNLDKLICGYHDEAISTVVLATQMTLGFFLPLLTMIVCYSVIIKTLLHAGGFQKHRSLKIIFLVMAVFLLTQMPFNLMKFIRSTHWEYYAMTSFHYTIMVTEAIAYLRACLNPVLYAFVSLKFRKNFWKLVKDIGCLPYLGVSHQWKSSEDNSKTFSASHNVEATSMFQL
CCR6 antag = blocks CCL20-driven beta-arrestin recruitment at human CCR6; P51684; CHO-K1 CCR6 PathHunter beta-arrestin, luminescence, CCL20-stimulated; actives 0.49% (n = 340,000); inhibition, % at 20 µM;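 active = compounds whose inhibition of the agonist-driven luminescence signal at 20 µM reaches about 50%, limit read from the data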;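 note: cells stimulated with CCL20 at 14 nM final; plate controls were DMSO with CCL20 for no effect and DMSO without agonist for full effect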
Target sequence (P51684 whole entry, looked up): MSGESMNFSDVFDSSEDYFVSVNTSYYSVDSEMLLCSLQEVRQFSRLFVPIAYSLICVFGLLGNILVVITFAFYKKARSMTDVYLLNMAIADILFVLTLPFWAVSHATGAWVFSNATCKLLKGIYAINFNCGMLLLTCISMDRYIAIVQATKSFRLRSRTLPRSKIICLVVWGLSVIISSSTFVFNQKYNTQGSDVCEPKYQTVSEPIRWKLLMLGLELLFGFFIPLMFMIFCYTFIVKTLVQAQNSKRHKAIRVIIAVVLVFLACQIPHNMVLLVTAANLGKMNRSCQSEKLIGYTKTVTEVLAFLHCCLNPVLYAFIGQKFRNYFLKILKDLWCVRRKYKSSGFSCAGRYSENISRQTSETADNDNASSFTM
APJ antagonist = APJ receptor antagonism; P35414; CHO-K1 APJ beta-arrestin complementation, luminescence; inhibition, % at 20 µM; actives 0.32% (n = 330,000);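 active = inhibition above about 40% at 20 µM, limit read from the data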;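 note: cells challenged with 10 nM apelin-13 agonist together with compound; plate controls were apelin-13 plus DMSO wells for no effect and DMSO wells lacking apelin-13 for full effect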
tim23-1 inh = inhibits growth of tim23-1 mutant yeast. actives 1.3% (n = 330,000). inhibition, % at 20 µM. S. cerevisiae tim23-1 growth, BacTiter-Glo luminescence, 24 h;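 active = growth inhibition of the mutant yeast at or above 50%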;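 note: temperature-sensitive mutant grown at 25 °C; plate controls were DMSO-treated mutant yeast for no effect and medium wells lacking yeast for full effect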
Mdm2-MdmX inh = disrupts the human Mdm2-MdmX interaction | O15151+Q00987 | SaOS-2 split-luciferase Mdm2/MdmX complementation, luminescence | inhibition, % at 8 µM | actives 3% (n = 330,000);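 active = inhibition of at least 50% at 8 µM in the primary screen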
EBI2 block = antagonists of human EBI2 receptor; inhibition, % at 5 µM; EBI2 beta-arrestin recruitment, luminescence, 7a,25-OHC stimulated; actives 0.81% (n = 360,000); in the data active = inhibition above about 38%;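 note: enzyme fragment complementation signal reports receptor beta-arrestin coupling in cells; 0% = agonist plus DMSO wells and 100% = wells without agonist; some results beyond the cut were filed as inactive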
Target sequence (P32249 whole entry, looked up, the tested form may be a part): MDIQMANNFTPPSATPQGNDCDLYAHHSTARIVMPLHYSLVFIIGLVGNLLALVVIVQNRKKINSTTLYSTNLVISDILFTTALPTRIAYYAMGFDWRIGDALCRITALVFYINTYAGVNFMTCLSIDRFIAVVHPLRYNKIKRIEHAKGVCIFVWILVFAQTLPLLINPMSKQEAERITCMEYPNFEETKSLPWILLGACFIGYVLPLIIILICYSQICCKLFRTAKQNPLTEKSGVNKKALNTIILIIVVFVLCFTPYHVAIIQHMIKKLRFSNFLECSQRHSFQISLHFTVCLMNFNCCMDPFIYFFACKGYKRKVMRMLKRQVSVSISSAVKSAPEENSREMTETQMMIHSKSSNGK
* hit, by the source's call; x = not tested or not shown; & = joins results of further samples. The list is partial; the hit share may differ from the screen's.

Start of the data: the first 3 records, to show the layout:
SMILES | APJ agonist | UPR XBP1 act | CHOP UPR activ | CXCR6 inh | CCR6 antag | APJ antagonist | tim23-1 inh | Mdm2-MdmX inh | EBI2 block
COc1cccc(C(=O)Nc2ncc3c(n2)CC(C)CC3=O)c1 (configuration not stated) | -3 | 1 | 1.5 | 3 | -11 | 23 | 13 | 0 | -2
OCc1cn(-c2ccccc2)nc1-c1ccc2c(c1)OCCO2 | -3 | 5 | 3.8 | -3 | 0 | -13 | -14 | -117 | 5
O=C(OCn1ncc(Cl)c(Cl)c1=O)c1ccc(C(F)(F)F)cc1 | -1 | -6 | 36 | 24 | 37 | 11 | 78* | 72* | 2

Main list, from the first entry:
SMILES | APJ agonist | UPR XBP1 act | CHOP UPR activ | CXCR6 inh | CCR6 antag | APJ antagonist | tim23-1 inh | Mdm2-MdmX inh | EBI2 block
COc1cccc(C(=O)Nc2ncc3c(n2)CC(C)CC3=O)c1 (configuration not stated) | -3 | 1 | 1.5 | 3 | -11 | 23 | 13 | 0 | -2
OCc1cn(-c2ccccc2)nc1-c1ccc2c(c1)OCCO2 | -3 | 5 | 3.8 | -3 | 0 | -13 | -14 | -117 | 5
O=C(OCn1ncc(Cl)c(Cl)c1=O)c1ccc(C(F)(F)F)cc1 | -1 | -6 | 36 | 24 | 37 | 11 | 78* | 72* | 2
Cn1c(Cc2ccccc2)nnc1SCC(=O)NCCc1ccccc1 | -3 | -1 | 1.5 | -3 | 8 | -8 | -1 | 13 | 13
CCN1CCN(C(=O)C2CCN(S(=O)(=O)c3cccc4cccnc34)CC2)CC1 | -2 | -2 | -1.3 | 4 | -3 | 1 | 2 | -1 | -5
COc1cc(C(F)(F)F)nc2c(Br)c(C(C)(C)C)nn12 | -1 | 5 | 1.7 | -15 | 8 | 13 | 21 | 25 | -5
CC1(C(=O)Nc2cccc3ccccc23)CC1(Br)Br (configuration not stated) | 7 | 6 | 9.7 | -10 | 1 | -23 | 26 | 1 | 4
O=C(CSc1nc(C2CC2)nc2ccccc12)N1c2ccccc2Sc2ccc(C(F)(F)F)cc21 | 3 | -1 | 1.2 | -2 | 12 | -22 | 28 | 9 | 9
C#CCCc1ccccc1/C=[N+](/C)[O-] | 4 | 1 | 0.8 | -10 | 2 | -46 | 3 | 32 | -16
COc1ccccc1CNC(=O)COC(=O)COc1ccccc1Cc1ccccc1 | 4 | -3 | 0.5 | 3 | 5 | 11 | 4 | 14 | 6
CCCC(=O)Nc1ccc2c(c1)c1ccccc1n2CC | 0 | 2 | -2.5 | -6 | 9 | -1 | 6 | 31 | 5
CCc1ccc(NC(=S)N2CCCCCCC2)cc1 | -2 | 2 | 5.0 | 0 | 11 | 9 | 29 | -25 | -6
COc1ccc(NC(=O)CNC(=O)CC23CC4CC(CC(C4)C2)C3)c(OC)c1 | -4 | 1 | 0.2 | 1 | 3 | 13 | 31 | 2 | 2
O=C(c1cnn2c(C(F)(F)F)cc(-c3ccco3)nc12)N1CCc2ccccc2C1 | 6 | -1 | -1.6 | 1 | 20 | -33 | 29 | -14 | 9
CCn1cc(CN2CCC(n3nccc3NC(=O)CCOc3ccccc3)CC2)c(C)n1 | -1 | -6 | 1.9 | 1 | 1 | -9 | 1 | 15 | 3
N#Cc1ccc(/C=C/C(=O)c2cccnc2)cc1 | -2 | 4 | 2.2 | 15 | 34 | 8 | 22 | 15 | 14
CSCCC(NC(=O)c1ccco1)C(=O)NCC(C)(C)N1CCOCC1 (configuration not stated) | -4 | -2 | 0.2 | 5 | 11 | -6 | -9 | 6 | 0
Cc1ccc2c(CN3CCC(C(N)=O)CC3)cc(=O)oc2c1C | 0 | -5 | 2.2 | -5 | 13 | 4 | -1 | 12 | -4
CCCN1CCN(C(=O)CN2C(=O)COc3ccc(S(=O)(=O)N(CC)CC)cc32)CC1 | 1 | -7 | -1.3 | -4 | 1 | 4 | 7 | 15 | 0
NC(=O)NO | -4 | -5 | -1.1 | -1 | 5 | -3 | 7 | -1 | -4

Grouped by structure: the compounds so far containing an aryl thioether with sulfur outside any ring.
SMILES | APJ agonist | UPR XBP1 act | CHOP UPR activ | CXCR6 inh | CCR6 antag | APJ antagonist | tim23-1 inh | Mdm2-MdmX inh | EBI2 block
Cn1c(Cc2ccccc2)nnc1SCC(=O)NCCc1ccccc1 | -3 | -1 | 1.5 | -3 | 8 | -8 | -1 | 13 | 13
O=C(CSc1nc(C2CC2)nc2ccccc12)N1c2ccccc2Sc2ccc(C(F)(F)F)cc21 | 3 | -1 | 1.2 | -2 | 12 | -22 | 28 | 9 | 9

Other records follow:
SMILES | APJ agonist | UPR XBP1 act | CHOP UPR activ | CXCR6 inh | CCR6 antag | APJ antagonist | tim23-1 inh | Mdm2-MdmX inh | EBI2 block
COC(=O)CC(NC(=O)c1ccco1)c1ccc(C(C)C)cc1 (configuration not stated) | -1 | -2 | 0.0 | 0 | 10 | -5 | 49 | 7 | 4
CCOc1ccc(C2C(C#N)=C(N)SC(N)=C2C#N)cc1OCC | -3 | 1 | 0.4 | -2 | -9 | 0 | 12 | 7 | 4
N#Cc1cc2c(nc1SCc1ccncc1)CCC2 | 4 | 1 | 0.0 | -1 | -7 | 15 | -84 | -60 | 5
Cc1cccc(C(=O)OCC(=O)c2cccc(Br)c2)c1O | 4 | 4 | 3.5 | -12 | 6 | 10 | 15 | 15 | 10
CCC(C)[C@H]1CNC(=S)N1CCC12CC3CC(CC(C3)C1)C2 (some centres not stated) | -2 | -3 | 0.9 | 10 | 29 | 19 | 29 | 7 | 8
CCOc1ccc(CN(C)CC(=O)Nc2cc(OC)c([N+](=O)[O-])cc2C)cc1 | 0 | 0 | 2.9 | -5 | 17 | 7 | 4 | 24 | 5
CCN(CC)CCn1c2c(c(SCC(=O)Nc3nc(C)cs3)nc1=O)CCCC2 | 1 | 0 | 0.4 | 8 | 9 | -23 | -4 | 23 | -6
COc1ccc2[nH]c3c(c2c1)CCN1C(=O)C(CC(=O)NCc2ccc(OC)c(OC)c2)C[C@H](C(=O)N2CCOCC2)[C@@]31CCC1CCCC1 (some centres not stated) | x | 2 | 2.6 | 3 | 3 | x | 27 | 20 | 2
C=CCNC(=O)c1ccc2nc(-c3ccccc3)c(-c3ccccc3)nc2c1 | -4 | 0 | 2.5 | 4 | 10 | 5 | 22 | 0 | 0
Cc1ccc(C(=O)N/C(=C\c2ccco2)C(=O)NCCCn2ccnc2)cc1C | -2 | -1 | -1.9 | 2 | -2 | 15 | -6 | -8 | 2
CN(c1ccccc1)S(=O)(=O)c1ccc(NC(=O)C2CC2)cc1 | 3 | -7 | 0.8 | -5 | 8 | 8 | 40 | 3 | 11
Nn1c(SCC(=O)N2CCN(S(=O)(=O)c3ccc(Cl)cc3)CC2)nnc1-c1cccs1 | 0 | -4 | -1.2 | -8 | 5 | 2 | 3 | 17 | -3
CCOC(=O)c1ccc(N2C(=O)CC(SCC(N)C(=O)OCC)C2=O)cc1 (configuration not stated) | -4 | 0 | -1.6 | 2 | 1 | 11 | 3 | -8 | -9
O=C(/C=C/c1ccc(O)c(O)c1)O[C@@H]1C[C@](O)(C(=O)O)C[C@@H](O)[C@H]1O | 7 | -1 | 0.3 | 6&-2 | 9&-2 | 7 | 19 | 14 | -6&-4
COc1cc(NC(=O)CSc2nnnn2-c2ccccc2)cc(OC)c1OC | -1 | -2 | 0.8 | -7 | -5 | 12 | -11 | 39 | 0
CCOC(=O)Nc1cc2c(C)cc(=O)oc2cc1C | -1 | 4 | 1.3 | 2 | 16 | -21 | 7 | 16 | -22
COc1ccc(OC)c(S(=O)(=O)N2CCC(C(=O)NCc3ccncc3)CC2)c1 | -2 | -1 | 0.6 | -13 | 3 | -2 | -10 | 21 | 7
O=C(N/N=C/c1ccc2c(c1)OCO2)c1ccc(Cl)cc1Cl | -3 | 0 | 0.4 | -8 | 12 | -1 | 0 | -1 | 3
NC(=S)N=Nc1c(O)n(CC(=O)Nc2ccccc2)c2ccccc12 | 0 | 14 | -0.9 | -1 | 23 | 24 | -15 | 23 | 1
COc1ccc(NC(=O)C(C)NS(=O)(=O)c2ccc(NC(C)=O)cc2)cc1Cl (configuration not stated) | -3 | -1 | 0.7 | 1 | -5 | -6 | 9 | 9 | 4
CC(=O)Nc1ccc(CN2CCN(CCc3ccccc3)C(CCO)C2)cc1 (configuration not stated) | -2 | -1 | 0.9 | -3 | 12 | -28 | 0 | -14 | 7
CN(C)S(=O)(=O)c1ccc(C(=O)OCn2nnc3ccccc3c2=O)cc1 | 0 | -2 | -0.5 | 0 | 8 | -9 | 54* | 13 | -2
CCc1ccc(C(=O)OCC(=O)NCCNC(=O)COC(=O)c2ccc(CC)cc2)cc1 | 0 | -3 | -0.3 | 3 | -23 | 20 | -1 | 11 | 4
CC1CCCN(C(=O)C(=O)c2cn(CC(=O)N3CCCCCC3)c3ccccc23)C1 (configuration not stated) | -6 | -6 | 1.4 | -1 | 10 | 8 | 10 | 19 | 0
Cc1nc(-c2ccccn2)nc(N2CCOCC2)c1Cl | 0 | 1 | 2.7 | 5 | -6 | 13 | -11 | -12 | -11
Cc1cc(C)cc(NC(=O)CS(=O)(=O)c2cccc3nsnc23)c1 | -2 | -2 | -0.2 | 7 | 15 | 14 | 13 | 16 | 5
COc1cccc(NC(=O)Nc2ccc(CC(=O)O)cc2)c1 | -1 | -3 | -2.1 | -7 | 1 | -10 | 8 | -32 | 2
CCCCCCCc1ccc(C2NC(=S)NC3=C2C(=O)c2ccccc23)cc1 (configuration not stated) | -5 | 2 | -2.2 | x | 13 | 56* | 13 | -3 | x
O=C(Nc1cccc(S(=O)(=O)N2CCCCC2)c1)c1ccc2c(=O)n3c(nc2c1)CCCCC3 | 2 | 7 | 1.8 | -2 | 20 | -16 | 16 | 36 | -5
COc1cc(NC(=O)c2cccc3c2C(=O)N(Cc2cccnc2)C3)cc(OC)c1OC | -1 | 0 | -2.4 | 12 | 17 | 11 | 11 | 52* | 12
CSc1ccc(S(=O)(=O)Nc2ccccc2C(=O)N2CCOCC2)cc1 | -5 | -2 | 2.6 | 2 | 6 | 7 | 18 | 19 | -2
Cc1ccc(NC(=O)CCC(=O)NNC(=O)COc2cccc3ccccc23)c(C)c1 | 2 | -3 | 0.8 | -3 | -5 | -20 | 9 | -31 | -3
CN(Cc1ccccc1)C(=O)CN1CCN(C(c2ccccc2)c2ccccc2)CC1 | -2 | -4 | -0.9 | 1 | 15 | -9 | -19 | 33 | 11

Assay outcomes as filed in PubChem.
